Apaf1 inhib = inhibitors of human Apaf-1 apoptosome, primary screen, biochemical, DEVD-Rh110 fluorescence, uHTS; reconstituted apoptosome caspase-3 activity; 0.71% of 330,000 active; AID 489030, 2010; Apoptotic protease-activating factor 1 (Homo sapiens), O14727; inhibition, % at 20 µM; active means inhibition of at least 40% at 20 µM;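 further: plate controls were DMSO wells for no effect and DEVD-CHO caspase inhibitor wells for full effect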
Target sequence (O14727 whole entry, looked up): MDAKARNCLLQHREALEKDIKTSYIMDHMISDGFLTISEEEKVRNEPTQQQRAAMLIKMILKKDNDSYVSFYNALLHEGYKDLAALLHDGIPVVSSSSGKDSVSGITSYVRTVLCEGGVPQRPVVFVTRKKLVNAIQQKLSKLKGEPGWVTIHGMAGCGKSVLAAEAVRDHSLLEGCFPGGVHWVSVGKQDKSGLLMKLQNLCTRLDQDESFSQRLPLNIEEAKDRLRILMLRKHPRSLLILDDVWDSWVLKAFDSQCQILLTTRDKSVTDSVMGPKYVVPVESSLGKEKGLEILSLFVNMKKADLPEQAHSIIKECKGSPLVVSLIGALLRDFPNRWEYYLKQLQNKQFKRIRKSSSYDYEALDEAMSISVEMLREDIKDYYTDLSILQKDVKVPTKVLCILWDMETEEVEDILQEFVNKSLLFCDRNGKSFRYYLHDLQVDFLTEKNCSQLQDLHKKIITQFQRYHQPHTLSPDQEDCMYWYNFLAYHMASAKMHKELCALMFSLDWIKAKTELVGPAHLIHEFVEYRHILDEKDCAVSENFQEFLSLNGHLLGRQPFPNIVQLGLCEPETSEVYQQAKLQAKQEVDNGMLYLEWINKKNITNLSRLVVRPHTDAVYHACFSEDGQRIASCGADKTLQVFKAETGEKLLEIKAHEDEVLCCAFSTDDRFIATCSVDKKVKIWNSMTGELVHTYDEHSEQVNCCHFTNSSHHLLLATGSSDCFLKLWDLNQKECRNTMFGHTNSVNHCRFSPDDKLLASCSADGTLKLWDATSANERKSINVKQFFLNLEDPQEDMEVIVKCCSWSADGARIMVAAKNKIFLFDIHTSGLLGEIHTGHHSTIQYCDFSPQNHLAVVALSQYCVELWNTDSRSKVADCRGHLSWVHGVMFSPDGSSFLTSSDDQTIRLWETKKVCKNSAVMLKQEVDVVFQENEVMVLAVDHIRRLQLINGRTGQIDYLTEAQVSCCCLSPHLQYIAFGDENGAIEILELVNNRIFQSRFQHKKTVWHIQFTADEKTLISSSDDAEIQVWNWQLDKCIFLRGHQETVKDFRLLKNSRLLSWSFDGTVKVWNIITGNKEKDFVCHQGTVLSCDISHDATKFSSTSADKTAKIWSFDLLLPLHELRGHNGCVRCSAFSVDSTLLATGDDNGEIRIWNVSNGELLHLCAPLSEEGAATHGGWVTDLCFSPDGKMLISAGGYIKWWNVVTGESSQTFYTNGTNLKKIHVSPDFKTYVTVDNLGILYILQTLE
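Material: reconstituted apoptosome with Apaf-1, cytochrome c, caspase-9, procaspase-3, dATP; medium: pH 7.5 Hepes buffer with CHAPS, BSA, DTT; also added: cytochrome c and DEVD-Rh110 substrate; timing: 30 min plus 50 min, RT; signal: Rh110 fluorescence intensity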
NLRP3 yeast inh = NALP3 inflammasome inhibitors in reconstituted yeast, primary screen, luminescence, uHTS; Yeast reconstituted NLRP3/ASC/caspase-1, beta-gal luminescence, 24 h; inhibition, % at 10 µM; 0.39% of 330,000 active;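 active means inhibition of 50% or more; inactive means inhibition below 50%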;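 further: plate controls were induced DMSO wells for no effect and uninduced yeast grown without galactose for full effect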
SENP6 block = SENP6 protease inhibitors, primary screen, biochemical, luminescence, uHTS. inhibition, % at 10 µM. 1.8% of 330,000 active. Recombinant SENP6 catalytic domain, aminoluciferin luminescence. Sentrin-specific protease 6 (Homo sapiens), Q9GZR1;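 active means inhibition above about 50% at the single tested dose, limit read from the data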;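 further: plate controls were DMSO wells with enzyme for no effect and DMSO wells lacking enzyme for full effect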
SENP7 block = SENP7 protease inhibitors, primary screen, biochemical, luminescence, uHTS; Sentrin-specific protease 7 (Homo sapiens), Q9BQF6; recombinant SENP7, Z-RLRGG-aminoluciferin luminescence, 40 min; inhibition, % at 5 µM; 1.5% of 330,000 active;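 active means inhibition above about 50% at the single test dose, limit read from the data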;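 further: plate controls were DMSO with enzyme for no effect and no enzyme buffer wells for full effect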
PfG6PD inh = PfG6PD enzyme inhibitors, primary screen, biochemical, fluorescence intensity, uHTS | glucose-6-phosphate dehydrogenase-6-phosphogluconolactonase (Plasmodium falciparum 3D7) | PfGluPho enzyme, NADPH resazurin-diaphorase fluorescence | inhibition, % at 20 µM | 0.78% of 350,000 active | AID 504690, 2011;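 active means inhibition reaching at least a set limit at 20 µM in the primary screen, cut at about 59% in these data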;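 further: 0% = DMSO wells with substrate and 100% = DMSO wells lacking glucose-6-phosphate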
HKDC1 inhibitor = HKDC1 hexokinase inhibitors, primary screen, biochemical, fluorescence, uHTS | recombinant HKDC1, G6PDH/diaphorase resazurin coupled fluorescence | inhibition, % at 20 µM | 0.16% of 340,000 active | AID 493160, 2011;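 active means inhibition above about 35% when tested at 20 µM, limit read from the data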;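 further: plate controls were DMSO wells with enzyme for no effect and DMSO wells lacking enzyme for full effect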
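Assay system: in-house recombinant HK5 (HKDC1) enzyme. Input: HKDC1 at 5 µg/mL. Medium: Tris pH 8.0 buffer with MgCl2, Tween-20, BSA, BME. Dosing: single 20 µM dose. Schedule: 90 min reaction incubation at room temperature, dark. Signal: resazurin-to-resorufin fluorescence via G6PDH and diaphorase coupling, 525/613 nm. Controls: DMSO-enzyme wells negative, buffer-substituted wells positive.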
SENP8 block-1 = SENP8 protease inhibitors, primary screen, biochemical, luminescence; 1.2% of 330,000 active; purified SENP8, Z-RLRGG-aminoluciferin cleavage; inhibition, % at 10 µM; AID 2540, 2010; Sentrin-specific protease 8 (Homo sapiens), Q96LD8; in the data active means inhibition above about 50%
SENP8 block-2 = human SENP8 protease inhibitors, primary screen, biochemical, fluorescence, Nedd8 protein substrate, uHTS | inhibition, % at 20 µM | recombinant SENP8 | AID 602440, 2012 | Sentrin-specific protease 8 (Homo sapiens), Q96LD8 | 0.64% of 360,000 active; in the data active means inhibition mostly above about 40%, no sharp cut-off; inactive means mostly below about 27%
SENP1 FRET inh = human SENP1 catalytic domain inhibitors, primary screen, biochemical, FRET, uHTS; Sentrin-specific protease 1 (Homo sapiens), Q9P0U3; recombinant SENP1 catalytic domain, CyPet-SUMO1-YPet FRET cleavage; inhibition, % at 10 µM; 0.21% of 360,000 active;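 active means inhibition at least 30% at 10 µM, raw YFP signal under a set limit, fluorescence ratio 0.5 to 1.5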;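 further: 0% = enzyme with DMSO and 100% = no enzyme wells; some results filed as inactive read as strong as hits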
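material = recombinant human SENP1 catalytic domain, His6-tagged | quantity = 20 pM enzyme | reagent = 25 nM SUMO1 FRET substrate | compound dosing = 10 µM single point, 0.5% DMSO | timing = 50 min enzyme reaction, room temperature, light-protected | detection = FRET, CFP and YFP emission | control set = no-enzyme low, enzyme-DMSO high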
Starred values were filed as active, the others as inactive; i = inactive; . = not tested or not shown.

SMILES	Apaf1 inhib	NLRP3 yeast inh	SENP6 block	SENP7 block	PfG6PD inh	HKDC1 inhibitor	SENP8 block-1	SENP8 block-2	SENP1 FRET inh
CC1CN(S(=O)(=O)c2ccc(F)cc2)C(C)N1C(=O)N1CCOCC1 (stereo not drawn)	2	2	-7	2	4	-4	6	14	0
CCCCSC1(SCCCC)N=C(N)C2(C#N)C(c3ccccc3)NC(C)=CC12C#N (stereo not drawn)	4	16	-9	-10	2	1	-9	-258	-39
Cc1cc(C)cc(OCC(=O)OCc2cc([N+](=O)[O-])cc3c2OCOC3)c1	2	11	0	4	55	1	-2	6	1
Cn1c(=O)c2[nH]c(CCCCCc3nc4ccccc4[nH]3)nc2n(C)c1=O	.	.	.	.	3	-4	.	6	1
CCC(C)NS(=O)(=O)c1cc2c3c(c1)CCC(=O)N3CCC2 (stereo not drawn)	-2	11	7	1	-11	-9	5	7	2
CCCCC(C(=O)NC1CCCC1)N(C(=O)c1snc(C(N)=O)c1N)c1ccc(OCC)cc1 (stereo not drawn)	22	1	-5	6	9	0	3	-204	-4
COc1ccccc1C(=O)Nc1cccc(S(=O)(=O)N2CCCC2)c1	-15	-12	-10	5	2	-1	5	12	2
O=C(NC1CCCC1)C(c1ccccc1)N(C(=O)c1ccno1)c1cccnc1 (stereo not drawn)	-1	7	-6	4	-17	-1	0	26	4
O=C1c2cccc([N+](=O)[O-])c2C(=O)N1c1cccnc1	9	-22	-7	-8	-26	-7	-6	15	-1
COc1ccccc1N1CCN(C2CCCC(C)C2)CC1 (stereo not drawn)	-4	11	-37	-6	-4	17	-3	9	0
Cc1ccc(C)c(NC(=O)CCNS(=O)(=O)c2ccc3[nH]c(=O)oc3c2)c1	9	-6	15	1	-1	-4	3	14	1
O=C(CSCc1ccccc1)N1CCN(C(=O)c2ccco2)CC1	-22	13	7	-1	-6	-11	4	3	-1
COc1ccccc1C(=O)N/C(=C\c1ccc(Br)cc1)C(=O)NCC(=O)O	-10	2	-1	0	5	-15	-2	10	-1
CCCC(=O)NC(=S)Nc1ccc(S(=O)(=O)N2CCc3ccccc32)cc1	17	6	-25	-4	-7	2	-9	10	1
Cc1ccc(Sc2ncccc2C(=O)O)cc1	-8	9	-8	3	-10	-10	3	25	-1
CCN(CC)C(=O)[C@H]1CC(CC(=O)NCCCOC)C(=O)N2CCc3c([nH]c4ccccc34)[C@]12C (stereo partly drawn)	-1	4	-14	-1	-4	-6	-6	14	1
Cc1cccc(C(=O)NNC(=O)c2ccc(NC(=O)C(C)(C)C)cc2)c1	2	8	-19	3	6	-5	-4	19	1
CCOC(=O)C(CC)n1nc(C)n2c(cc3sccc32)c1=O (stereo not drawn)	-4	13	-2	2	-21	0	-2	-3	0
OC(Cn1cncn1)(c1ccc(F)cc1)c1ccc(Cl)cc1 (stereo not drawn)	0	21	-23	5	10	-4	-8	8	3
CCn1c(SCC(=O)Nc2ccc(C)cc2)nc(O)cc1=O	-15	1	-8	-3	-2	2	1	23	3
COc1ccc(CN2CC(C(=O)NCCC3=CCCCC3)CC2=O)cc1 (stereo not drawn)	-15	3	11	4	4	3	1	11	0
O=C1[C@H](Cc2ccccc2)NCCCC[C@H](c2ccc(Cl)cc2)N1Cc1ccccc1	.	.	.	.	22	7	.	18	1
CCCCNS(=O)(=O)c1ccc2nc(SCC(=O)Nc3ccccc3Cl)[nH]c2c1	15	4	-6	-3	-20	-3	-13	-1	1
C(=C\c1nccc2c1[nH]c1ccccc12)/c1ccccc1	19	23	-9	-1	47	3	-9	-273	-132
NC(=O)c1sc2nc(N3CCOCC3)c3c(c2c1N)CCCC3	14	22	16	2	66*	11	1	i	-11
O=C(C[n+]1ccccc1)N/N=C/c1ccccc1Cl	-2	13	0	5	11	-4	-2	22	0
CN(CC(=O)Nc1cccc(F)c1)C(=O)c1ccccc1CCc1ccccc1	9	18	-5	-5	0	2	9	13	0
S=C(CN1CCCC1=S)NCCc1ccccc1	-10	27	-15	-7	3	-1	-1	4	0
CN1CCN(Cc2nc3c(c(=O)[nH]c(=O)n3C)n2CCc2ccccc2)CC1	1	-2	-1	5	9	-4	0	6	-2
NC(=O)c1ccccc1N=Cc1ccc2ccccc2c1	5	24	-1	67*	9	-7	-6	-398	1
CSC1=NCCN1C(=O)c1c(F)cccc1F	-17	12	4	-2	-4	7	8	14	2
CCOc1cccc(SCc2noc(C(=O)NC(C)C)c2C(=O)O)c1	4	19	3	-8	-17	1	-9	.	.
NC(=S)N=Nc1c(O)cc(O)c2[nH]c(=O)ccc12	.	.	.	.	93*	35*	.	75*	-5
O=C(COC(=O)CNC(=O)c1ccccc1)NC1CCCC1	4	8	-9	-5	-7	-3	12	10	2
CCCCc1ccc(/C(C)=N/NC(=O)C2CCCC2)cc1	17	9	-24	14	-15	3	-4	3	3
O=C(NN=C1CCN(Cc2ccccc2)CC1)c1cc(Br)ccc1O	-16	-3	29	0	0	-16	-2	-211	-9
CN(C(=O)CC1C(=O)NCCN1Cc1ccc(F)c(F)c1)C1CCOCC1 (stereo not drawn)	9	0	-14	-13	-3	-6	-5	-65	-29
COc1cccc(NC(=O)CSc2nnc3cc(C)nc(N)n23)c1	-8	3	-6	5	3	-7	1	15	0
Cc1ccccc1/C(N)=N/OC(=O)c1cccs1	-11	-6	74*	46	-4	-13	33	6	1
O=C(CSc1ccc(F)cc1)NCCc1ccc(Cl)cc1	14	12	-8	2	0	4	3	4	0
CCOc1ccc(NC(=S)NC(=O)/C=C/c2ccc(OC)c(OC)c2)c([N+](=O)[O-])c1	17	7	-5	-8	1	-4	-3	14	-11
CCOC(=O)C1CCN(C2=NC(=O)/C(=C/c3ccc(OC)c(OC)c3)S2)CC1	12	1	-23	4	5	0	3	-120	-6
N#Cc1c2c(c(NCCOCCO)n3c1nc1ccccc13)CCCC2	-1	6	5	-6	2	8	-7	-454	-39
O=c1c(-c2ccccc2)c1-c1ccccc1	6	20	-16	-13	.	.	-13	.	.
NC(=O)Cn1c(S(=O)(=O)Cc2ccccc2)nc2ccccc21	3	15	2	-8	-1	-2	-6	19	-1
COC(=O)c1cc(C(=O)OCC(=O)NCc2cccs2)cc([N+](=O)[O-])c1	-1	7	-1	3	-5	-1	-3	12	0
COC(=O)c1ccccc1N=Nc1c(N)[nH][nH]c1=O	-3	-8	0	12	-3	4	0	36	2
Cc1ccc(NC(=O)CCS(=O)(=O)c2ccc3nc(C)sc3c2)cc1	-2	5	-11	8	11	-4	-1	8	-3
Cn1cc(CN(Cc2ccccn2)C[C@@H]2CCC(=O)N2)c(-c2ccccc2F)n1	-13	14	4	-1	-4	-5	1	-8	1
CCC(Sc1nccn1C)C(=O)Nc1ccc(Cl)cn1 (stereo not drawn)	9	5	8	10	18	-11	3	-3	2
The listing continues.
SMILES	Apaf1 inhib	NLRP3 yeast inh	SENP6 block	SENP7 block	PfG6PD inh	HKDC1 inhibitor	SENP8 block-1	SENP8 block-2	SENP1 FRET inh
COc1cc(OC)cc(C(=O)N/N=C(\C)CC(=O)Nc2ccccn2)c1	0	27	-8	1	-16	5	2	3	-7
Cn1c(SCC(=O)NC(=O)Cc2ccccc2)nnc1-c1ccc(F)cc1	4	10	-4	6	-2	-6	4	9	4
O=C(O)COc1ccccc1/C=N/NC(=O)c1cc(-c2ccc(Cl)cc2)nc2ccccc12	0	19	-14	-5	-9	5	0	-22	1
COc1cc(NC2=CC(=O)CC(C)(C)C2)cc(OC)c1OC	-11	8	-4	-1	42	2	3	4	-49
COc1ccc(N2CCN(C(=O)c3ccc(CNS(=O)(=O)c4cccc(OC)c4)cc3)CC2)cc1	6	19	0	0	2	0	4	11	2
OC(CCN1CC2CCC(CC2)C1)(Cc1ccccc1)c1ccco1 (stereo not drawn)	.	.	.	.	9	-8	.	12	-6
Cc1cccc(N2CCN(C(=O)CNC(=O)c3ccccc3)CC2)c1C	-3	39	-1	10	18	-4	-2	5	2
COC(=O)c1cc(NC(=O)Cc2ccccc2[N+](=O)[O-])cc(C(=O)OC)c1	4	0	-4	2	16	0	1	17	2
CC1(C)Cc2cccc(OCC(=O)OCC(=O)Nc3ccc(C(N)=O)cc3)c2O1	1	12	-12	13	-2	-8	-7	4	2
COc1ccc(CC(=O)N/N=C(\C)CC(=O)Nc2ccc3c(c2)OCCO3)cc1OC	7	3	-9	13	6	-8	0	11	3
CN(C)CCCNC(=S)N1CCN(c2nc(-c3ccccc3)cs2)CC1	7	17	-18	9	8	-9	-10	25	6
O=C(Cn1nc(-c2ccc(Cl)cc2)ccc1=O)NCC1CCCO1 (stereo not drawn)	2	13	-9	10	6	-3	-5	-12	2
COc1ccc(-c2oc(=O)c3cc(OC)c(OC)cc3c2C#CC2(O)CCCCC2)cc1	4	-56	-7	0	16	0	3	-282	-55
O=C(NCc1ccccc1Cl)c1cc2ccccc2oc1=O	-5	15	-19	2	-4	-8	10	-109	0
O=c1[nH]cnc2nc(-c3ccccc3)c(-c3ccccc3)nc12	1	5	-9	1	-12	5	0	-371	-6
Cc1cc(NC(=O)CSc2nc3c([nH]c4ccccc43)c(=O)n2-c2ccccc2F)no1	25	10	-62	-6	18	-2	3	-33	1
COc1ccc2oc(C(=O)N(C)CCOc3ccccc3)c(C)c2c1	17	19	5	-5	19	0	-14	-40	-5
O=C(NC12CC3CC(CC(C3)C1)C2)c1ccc(=O)oc1	0	6	-12	4	-8	-5	-2	8	0
COc1ccc(-n2nnnc2SCC(=O)Nc2nc3c(s2)CCCC3)cc1	28	17	10	2	-4	3	1	7	-1
Cc1ccc(CSc2nc3c(c(N(C)C)n2)CCCC3)cc1	17	-3	-22	2	3	-3	-1	25	2
CCC1=C(OC(=O)N(CC)CC)N2C(=O)OC(=NCCc3c[nH]c4ccccc34)[C@]2(Cc2ccccc2)[C@H]2C1=CC[C@H]1C(=O)N(C)C(=O)[C@H]12	11	-1	-3	10	25	-2	-17	-18	-1
